High-throughput results deposited in PubChem by several laboratories.
PhoP inhibition: PhoP-dependent GFP reporter repression – Salmonella Typhimurium, primary screen (AID 1863) | S. Typhimurium PhoP-regulated promoter GFP reporter, 4 h; higher % means a stronger effect | inhibition, % at 50 µM; hits with a dose series show IC50 in µM | 300,000 tested, 0.16% active;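 active = inhibition over 29.93%, a cutoff 3 SD above the screen mean, later confirmed by dose response; inconclusive = inhibition over 29.93% but no dose response follow-up; inactive = inhibition at most 29.93% or unconfirmed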;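 also: 0% = low Mg2+ inducing control and 100% = high Mg2+ repressing control; strong numbers were not always called active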
MgcRacGAP inhibition: MgcRacGAP GTPase-activating activity inhibitors, confirmation, biochemical, ADP Hunter fluorescence | one-dose inhibition, % at 30 µM; IC50 in µM for titrated hits | 340,000 tested, 0.6% active | MgcRacGAP-stimulated Rac1 GTP hydrolysis, ADP Hunter fluorescence; higher % means a stronger effect; GST-tagged Rac1 F28L mutant substrate | AID 624330;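 active = first-screen hits whose inhibition reached a set limit at any dose in the follow-up dose series; inconclusive = inhibition above the set first-screen limit but never retested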;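 also: fluorescence reports GDP produced by GAP-driven GTP hydrolysis; strong numbers were not always called active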
NTR1 ag: agonists of NTR1, primary screen, imaging, U2OS cells, beta-arrestin-GFP, high content (AID 493036); 330,000 tested, 0.17% active; activation, % at 20 µM; NTR1-U2OS beta-arrestin-GFP spot imaging, agonist mode; P30989;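 active = activation at or above 40% of the spot to cytoplasm intensity ratio, with at least 20 cells analyzed; inconclusive = wells under 20 cells, flagged as cytotoxic or low count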;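 also: 0% = DMSO without peptide and 100% = 100 nM NTR1 peptide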
Target sequence (P30989 whole entry, looked up): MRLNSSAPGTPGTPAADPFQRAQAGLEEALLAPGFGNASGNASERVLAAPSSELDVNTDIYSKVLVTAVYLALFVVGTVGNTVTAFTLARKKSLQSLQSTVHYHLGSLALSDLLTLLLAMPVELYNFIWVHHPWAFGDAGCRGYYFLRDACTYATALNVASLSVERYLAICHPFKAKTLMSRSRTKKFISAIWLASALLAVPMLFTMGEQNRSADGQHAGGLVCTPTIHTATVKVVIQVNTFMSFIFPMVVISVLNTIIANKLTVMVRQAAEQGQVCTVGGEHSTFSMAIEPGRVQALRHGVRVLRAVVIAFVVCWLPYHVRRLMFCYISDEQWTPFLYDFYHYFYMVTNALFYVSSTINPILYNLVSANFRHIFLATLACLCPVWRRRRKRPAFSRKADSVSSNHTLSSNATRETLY
SV40 large T antigen: SV40 large T antigen inhibitors, biochemical (AID 1903) | SV40 large T antigen ATPase/helicase inhibition assay; higher % means a stronger effect | inhibition, % at 20 µM; hits with a dose series show IC50 in µM | 310,000 tested, 0.39% active; in the data active = a potency from the dose series; inconclusive = inhibition mostly from about 32% at the one dose, without a potency; inactive = the rest, 99 in 100 with inhibition below about 32%; also: strong numbers were not always called active
West Nile virus CPE: inhibition of WNV-induced cytopathic effect – cell-based, CPE readout (AID 1621); West Nile virus-infected cells, CPE inhibition; higher % means a stronger effect; CPE inhibition, % at 10 µM; hits with a dose series show IC50 in µM; 290,000 tested, 0.02% active; in the data active = a potency from the dose series; inconclusive = CPE inhibition mostly from about 3.7% at the one dose, without a potency; inactive = the rest, 99 in 100 with CPE inhibition below about 2.2%; also: strong numbers were not always called active
NS5 inhibitors: flavivirus cap methylation enzyme inhibition – biochemical, confirmation dose response, primary screen (AID 588689); 340,000 tested, 0.3% active; inhibition, % at 25 µM; hits with a dose series show IC50 in µM; Dengue-2 NS5 methyltransferase capping enzyme assay, biochemical; higher % means a stronger effect; in the data active = a potency from the dose series; inconclusive = inhibition above about 29% without an active follow-up result
T cell modulator: T cell immune modulation candidate. 2C CD8+ T cell-vesicle binding, flow cytometry; stronger effect = lower value. calls only at 7 µM. 330,000 tested, 0.068% active;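 active = response, share of CD8 T cells binding vesicles, and their 90th percentile fluorescence all below set limits, cut at about 80% in these data, passing the limit was not always enough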
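Also added: QL9-peptide-loaded Drosophila micro-vesicles bearing Ld, ICAM-1 and B7-1; Test system: purified 2C TCR transgenic mouse naive CD8+ T cells; Measured by: cytometric PE anti-B7-1 and Alexa647 anti-CD8 signals after 1% paraformaldehyde fixation; Timing: binding step 1.5 h, 37 °C, antibody labelling 20 min, ice.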
RSV antiviral HEp-2: RSV antiviral activity via CPE protection, HEp-2 cells, primary 10 µM value included (AID 2391); HEp-2 cells, RSV-induced CPE inhibition; higher % means a stronger effect; CPE inhibition, % at 10 µM; hits with a dose series show IC50 in µM; 310,000 tested, 0.13% active; in the data active = a potency from the dose series; inconclusive = CPE inhibition mostly from about 23% at the one dose, without a potency; inactive = the rest, 99 in 100 with CPE inhibition below about 21%; also: strong numbers were not always called active
UTI89 phage lysis: protection from phage-mediated lysis, alamar blue read-out – E. coli UTI89, K1F phage, bacterial capsule biogenesis inhibitors (AID 488966) | E. coli UTI89 K1F phage lysis, alamar blue, 2 h; higher % means a stronger effect | 340,000 tested, 0.02% active | inhibition, % at 100 µM, or IC50 in µM where a hit was titrated;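 active = phage lysis inhibition, versus mean bacterial control, above a set limit; inconclusive = no clear call, values can overlap the other calls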;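 also: capsule biogenesis inhibitors block K1F phage lysis so surviving cells raise fluorescence; higher fluorescence means more inhibition of phage lysis; actives were called in the ten point dose series up to 300 µM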
T cell modulator vesicle-bound %: second read-out of T cell modulator, no call of its own (marks repeat the call); double positive events, %; measured here: CD8+ vesicle-bound cell fraction;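 binding gate set so that unloaded-vesicle control wells show 10% double positive cells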
NTR1 ag cell count 20 µM: second read-out of NTR1 ag, no call of its own (marks repeat the call); cell count; measured here: cell count, cytotoxicity flag
NS5 inhibitors pilot replicate: also measured in NS5 inhibitors; calls as there; inhibition, %; measured here: pilot screen replicate inhibition
Starred values were filed as active, the others as inactive; i = inactive; u = inconclusive; x = not tested or not shown; & = joins results of further samples; [ ] = remark or other dose.

SMILES	PhoP inhibition	MgcRacGAP inhibition	NTR1 ag	NTR1 ag cell count 20 µM	SV40 large T antigen	West Nile virus CPE	NS5 inhibitors	T cell modulator	T cell modulator vesicle-bound %	RSV antiviral HEp-2	UTI89 phage lysis	others
Cc1cc(-c2ccco2)n(CC(=O)NCc2ccco2)n1	-5%	-1%	-0.4	51	4%	0.4%	-3%	i	30	0.8%	0.4%
CCc1cccc(NC(=O)CCNS(=O)(=O)c2ccc3c(c2)oc(=O)n3C)c1	-7%	-11%	2.8	44	6%	0.2%	-2%	i	15	0.4%	3.8%
COCCN=C1Sc2nc3c(C)cccc3cc2CN1Cc1ccco1	-2%	9%	7.3	89	67µM*	2.6%	-2%	i	19	49%	-0.4%
Cn1c(=NC(=O)COc2ccccc2)sc2cc(F)cc(F)c21	3%	x	0.2	64	10%	-0.1%	x	i	33	-1.0%	0.1%[50 µM]
O=C(COc1ccc2ccccc2c1)NNC(=O)Nc1ccccc1F	-8%	9%	-0.5	73	10%	-0.2%	6%	i	66	1.3%	0.2%
Cc1ccc2c(c1)N(CC(=O)NC1CCCCC1)C(=O)c1cccnc1O2	x	4%	2.2	51	x	-0.7%	0%	i	50	1.9%	5.8%
O=C(N[C@@H]1C/C=C\C[C@H](CC(=O)N(CCO)Cc2ccccc2)C(=O)N[C@@H](Cc2ccccc2)COC1=O)OCC1c2ccccc2-c2ccccc21	x	6%	2.1	62	x	x	-8%	i	22	x	4.1%
O=C(CCC(=O)Nc1cccc([N+](=O)[O-])c1)NCc1ccccc1	-5%	13%	0.1	52	6%	0.3%	-2%	i	38	0.1%	0.4%
COc1cccc2cc(C(=O)Nc3ccccc3C)/c(=N/O)oc12	13%	6%	3.6	98	2%	-0.5%	2%	i	36	3.5%	0.0%
CCN1C(=O)C(CC(=O)Nc2ccc(F)cc2)N(CCCN2CCN(c3ccc(F)cc3)CC2)C1=S (centres undefined)	-1%	-2%	8.9	42	10%	-1.0%	-7%	i	64	4.3%	1.4%
O=C(COC(=O)CCS(=O)(=O)c1ccc(Cl)cc1)NCCc1ccccc1	-8%	1%	-0.2	74	-1%	-0.2%	1%	i	38	1.5%	1.3%[50 µM]
Cc1ccc(OCc2nn3c(-c4ccco4)nnc3s2)cc1	-2%	5%	-0.9	51	11%	-0.6%	-5%	i	54	1.0%	3.7%
CCOC(=O)Cn1nc(-c2ccccc2)c(-c2ccccc2)nc1=O	-14%	4%	1.0	50	-1%	0.3%	-2%	i	17	2.8%	0.1%
O=C(NCc1ccccc1)C1=C[C@H](c2ccc3c(c2)OCO3)C[C@H](OCCCCO)O1	-4%	8%	1.8	54	0%	0.1%	-2%	i	14	-0.4%	3.0%
COc1ccc(OC)c(NC(=O)c2ccccc2OC(C)=O)c1	-13%	3%	3.8	67	12%	-0.5%	4%	i	38	9.3%	-0.5%
CC1CN(CCOc2ccc([N+](=O)[O-])cc2)CC(C)O1 (centres undefined)	-1%	20%	0.4	49	0%	-0.9%	-3%	i	28	1.4%	4.7%
C=CCN1C(=O)C(CC(=O)Nc2ccc(OC)cc2)SC1=Nc1ccc(S(N)(=O)=O)cc1 (centres undefined)	-3%	3%	0.3	40	29%	1.8%	4%	i	70	1.0%	-0.6%
COc1cc(CNC(C)(C)CO)cc(Br)c1OCc1ccc(Cl)cc1	-10%	11%	2.3	35	3%	19µM*	-1%	i	43	0.7%	14%
COc1cc(CC(=O)OCC(=O)N(C)C2CCCCC2)cc(OC)c1OC	x	1%	-1.4	59	x	x	4%	i	54	x	0.4%[50 µM]
COc1ccc(NC2CCCN(C(=O)c3oc(C)cc3C)C2)cc1OC (centres undefined)	-3%	159µM*	1.7	81	22%	-0.3%	1%	i	61	1.2%	-0.1%
COCCCN1C(=O)C(=O)/C(=C(/O)c2ccc3c(c2)OCCO3)C1c1ccc(C(=O)OC)cc1 (centres undefined)	-1%	9%	0.9	45	5%	0.1%	8%	i	20	3.4%	-0.3%
CC1=CC(c2ccccc2)n2ncnc2N1 (centres undefined)	6%	8%	-0.1	92	16%	0.1%	-14%	i	28	0.7%	0.9%
CCCNc1nc2c(c(=O)[nH]c(=O)n2C)n1CCCc1ccccc1	-1%	6%	1.5	34	0%	-0.6%	-5%	i	16	1.6%	-0.4%
CC(CS(=O)(=O)c1ccc2c(c1)NC(=O)CS2)C(=O)N1CCN(c2cccc(Cl)c2)CC1 (centres undefined)	-6%	-76%	0.4	91	9%	0.0%	4%	i	9	11%	2.0%
CC(C)CCC1CC(CSC(=N)N)OC1=O (centres undefined)	6%	-58%	-1.7	71	-2%	0.1%	2%	i	20	0.1%	0.5%
More compounds follow.
SMILES	PhoP inhibition	MgcRacGAP inhibition	NTR1 ag	NTR1 ag cell count 20 µM	SV40 large T antigen	West Nile virus CPE	NS5 inhibitors	T cell modulator	T cell modulator vesicle-bound %	RSV antiviral HEp-2	UTI89 phage lysis	others
CNC(=S)N(CCc1c(C)[nH]c2ccccc12)Cc1cccnc1	8%	6%	-1.8	100	26%	-0.4%	-9%	i	60	-0.4%	0.0%
COCCNC(=S)Nc1cccc2cnccc12	16%	8%	0.5	40	2%	-0.3%	-9%	i	34	-0.5%	-0.3%
CNc1oc(-c2ccc(Cl)cc2)nc1C#N	0%	11%	1.2	60	-5%	-0.8%	-8%	i	62	4.8%	-0.7%
CCOc1cc(/C=N/NC(N)=S)cc(Br)c1OCc1ccccc1C	-5%	8%	42*	79*	17%	0.9%	-11%	i	32	2.6%	0.0%
COc1cc(NC(=O)COC(=O)/C=C/c2ccc(Cl)cc2Cl)cc(OC)c1	9%	4%	5.1	62	9%	-0.1%	-8%	i	47	1.2%	4.2%
COc1ccc(CNC(=O)c2c[nH]c3c(OC)cc(OC)cc3c2=O)cc1	-1%	6%	0.3	61	7%	-0.3%	-3%	i	56	-0.1%	0.3%	NS5 inhibitors pilot replicate=-2.7
FC(F)(F)c1cccc(N/N=C/c2ccccc2)c1	-17%	2%	x	x	6%	-0.7%	-1%	i	40	3.8%	1.1%
O=C(O)c1ccc(NCc2nc3ccccc3n2Cc2ccccc2)cc1	2%	8%	0.4	64	15%	0.4%	-5%	i	25	0.9%	0.3%
O=C(C[n+]1cc(-c2ccccc2)n2c1CCCCC2)c1ccc(Cl)cc1	32%	10%	-0.1	85	7%	0.7%	-8%	i	33	0.7%	0.1%
Nc1nonc1OCCOCCOCCOc1nonc1N	6%	0%	1.4	52	6%	1.2%	-10%	i	29	1.5%	-1.1%
CC(NC(=O)c1cccc(F)c1)C1CC2CCC1C2 (centres undefined)	x	6%	-1.2	40	7%	x	5%	i	46	x	0.4%
O=C(NCc1ccco1)C1CC2CCC1C2 (centres undefined)	-1%	1%	0.3	48	14%	-0.5%	-7%	i	52	0.5%	0.0%
Nc1c(C2=NCCO2)nnn1Cc1ccccc1	12%	3%	-3.5	90	4%	0.5%	2%	i	16	2.5%	0.3%	NS5 inhibitors pilot replicate=-4.2
CN(c1ccc(C(=O)N2CCCCCC2)cc1)S(=O)(=O)c1ccccc1	x	5%	1.0	51	x	x	-3%	i	19	11%	0.5%[50 µM]
Cc1ccc(C)c(S(=O)(=O)N2CCCCC2CCNC(=O)C(=O)NCc2ccncc2)c1 (centres undefined)	-1%	-3%	1.3	109	17%	x	-1%	i	35	19%	-2.3%
N#Cc1nc(-c2ccco2)oc1N1CCN(Cc2ccccc2)CC1	-8%	12%	-1.2	24	8%	-0.4%	1%	i	40	1.2%	0.4%
NC(=O)Cc1nc(-c2ccc(F)cc2)cs1	1%	1%	1.1	44	21%	0.3%	-2%	i	36	x	-0.2%
CCOC(=O)C1(CCCc2ccccc2)CCN(C(=O)CCn2cncn2)CC1	-4%	4%	-1.2	38	25%	-1.2%	-11%	i	58	0.8%	0.1%
COc1ccc(CCC(=O)N(c2nnc(-c3cccnc3)s2)C(C)C)cc1	x	11%	-2.2	79	x	-0.9%	-5%	i	54	5.2%	-0.1%
COc1ccc(C(=O)N[C@H](C(=O)Nc2ccc(S(=O)(=O)N3CCOCC3)cc2)C(C)C)cc1	x	6%	0.5	61	11%	-0.2%	3%	i	16	3.3%	-0.2%
Cc1ccc(NC(=S)Nc2c(C)n(C)n(-c3ccccc3)c2=O)cc1	29%	2%	-0.5	56	3%	-0.2%	-8%	i	44	0.4%	-1.9%
Cc1ccccc1C(=O)N1CCC(C(=O)Oc2ccc(C#N)cc2)CC1	-4%	9%	0.9	77	3%	0.4%	1%	i	50	1.0%	0.6%[50 µM]
CN(c1ccc(F)cc1)S(=O)(=O)c1ccc2[nH]cc(C(=O)O)c(=O)c2c1	-7%	13%	-0.5	55	5%	0.3%	3%	i	38	0.1%	0.3%
Cc1[nH]c(=O)[nH]c(=O)c1CSc1nnc([C@H](CC(C)C)NC(=O)OC(C)(C)C)o1	-3%	11%	-1.0	29	3%	0.2%	-1%	i	36	-0.7%	0.9%
N#Cc1nc(COc2ccccc2F)oc1NCCCn1ccnc1	3%	14%	-1.8	50	-1%	-0.4%	-9%	i	49	4.4%	1.2%
CCC(=O)N1CCc2cc(S(=O)(=O)N3CCc4ccccc4C3)ccc21	10%	4%	-0.8	60	5%	0.2%	-2%	i	49	6.9%	5.0%
Cc1cccc(C(=O)n2c(=S)nc3cc(C)ccn32)c1	5%	11%	0.4	56	11%	-0.5%	-11%	i	35	1.2%	0.0%
CCCC(=O)n1nc(-c2ccc(C)cc2)nc1NCc1ccco1	4%	3%	3.1	64	u	-0.1%	-1%	i	35	0.8%	0.2%
COC(=O)c1cnc(SCc2ccc(C)cc2)n1C	-6%	0%	1.7	48	6%	-0.2%	5%	i	69	1.5%	0.1%
COc1ccccc1N1CCN(CC(O)COc2cccc3ccccc23)CC1 (centres undefined)	-2%&7%&-4%	3%&5%	-1.2&-0.7&1.9	47&58&61	10%&11%&5%	-0.6%&0.0%	2%&2%	i	23&21	17%&-0.3%	9.0%&9.7%
